Pf gamet viab = late stage P. falciparum gametocyte viability inhibitors, primary screen, ATP luminescence, HTS; P. falciparum stage V gametocytes, 24 h; inhibition, % at 10.9 µM; actives 0.065% (n = 150,000); AID 743093, 2013;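 active = inhibition above the mean plus 3 SD of compounds within the control limits, set per campaign, cut at about 38% in these data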;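 note: 0% = DMSO wells and 100% = medium only without gametocytes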
HRas wt GTP bind = modulators of GTP binding to HRas wildtype, primary screen, biochemical, bead-based flow cytometry, multiplex; GST-Ras wt beads, Bodipy-FL-GTP binding; actives lie on both sides; GTPase HRas (Homo sapiens), P01112; GTP binding activity, % at 10 µM; actives 0.14% (n = 190,000);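 active = GTP binding activity at least 20% away from the 100% baseline, either lowered as inhibitor or raised as activator; inconclusive = flagged as likely green fluorescent, judged across all proteins in the well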;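 note: 0% = unlabeled GTP competition control and 100% = no-compound control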
Target sequence (P01112 whole entry, looked up): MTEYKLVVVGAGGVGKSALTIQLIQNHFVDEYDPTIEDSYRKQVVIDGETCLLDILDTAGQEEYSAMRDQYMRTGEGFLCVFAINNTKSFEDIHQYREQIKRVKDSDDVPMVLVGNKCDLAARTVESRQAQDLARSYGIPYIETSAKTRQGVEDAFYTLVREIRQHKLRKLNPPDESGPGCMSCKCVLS
Mcl1 Noxa PPI = Mcl-1/Noxa binding inhibitors, primary screen, biochemical, TR-FRET, 1536-well | Induced myeloid leukemia cell differentiation protein Mcl-1 (Homo sapiens), Q07820 | TR-FRET Mcl-1/Noxa peptide binding, 2 h | inhibition, % at 21.7 µM | actives 1.5% (n = 220,000) | AID 1022, 2008;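 active = compounds that cut the protein-peptide binding signal by more than 50% relative to plate controls in a single-dose test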;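 note: His-tagged Mcl-1 with rhodamine Noxa BH3 peptide and terbium anti-His antibody; 0% = Mcl-1 plus Noxa peptide wells and 100% = peptide-only wells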
Target sequence (Q07820 whole entry, looked up): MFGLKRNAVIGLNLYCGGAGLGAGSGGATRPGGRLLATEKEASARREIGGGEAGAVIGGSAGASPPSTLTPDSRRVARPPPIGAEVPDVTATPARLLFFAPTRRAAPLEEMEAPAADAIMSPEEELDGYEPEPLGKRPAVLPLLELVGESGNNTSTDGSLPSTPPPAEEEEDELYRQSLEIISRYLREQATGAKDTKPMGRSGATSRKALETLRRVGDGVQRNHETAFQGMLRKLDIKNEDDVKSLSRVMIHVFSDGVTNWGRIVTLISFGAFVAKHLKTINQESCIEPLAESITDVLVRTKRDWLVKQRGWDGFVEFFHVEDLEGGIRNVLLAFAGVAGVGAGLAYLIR
Avidin fluor = green autofluorescence of compounds with avidin beads – biophysical, 488/530 nm, flow cytometry, artefact control, profiling panel; actives 0.38% (n = 220,000); fluorescence (KMESF) at 10 µM; AID 1775, 2009; compound fluorescence 488/530 nm; active compounds read high; in the data active = fluorescence above about 47; note: inactives centre near 10
Rab7 wt modul = modulators of GTP binding to Rab7, primary screen, biochemical, wildtype, multiplex bead flow cytometry; GTP binding activity (percent of control), % at 10 µM; Rab7 GTPase wild type (dog), Bodipy-FL-GTP binding; AID 758, 2007; GST-Rab7 beads, fluorescent GTP binding; actives lie on both sides; untreated = 100%, excess cold GTP = 0%; actives 0.055% (n = 190,000);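 active = fluorescent GTP binding to Rab7 beads changed by at least 20 points from the 100% baseline, either direction, mostly lower; inconclusive = compound itself probably fluorescent, or too few beads counted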;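 note: median green fluorescence of bound Bodipy-FL-GTP per Rab7 bead population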
ABCG2 inh = ABCG2 efflux pump inhibitors, primary screen, multiplex with ABCB1, IgMXP3 cells, flow cytometry. JC-1 efflux. actives 0.1% (n = 190,000). inhibition, % at 6.6 µM. AID 1325, 2008. Broad substrate specificity ATP-binding cassette transporter ABCG2 (Homo sapiens), Q9UNQ0;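 active = inhibition above 80%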;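 note: 0% = DMSO and 100% = nicardipine control wells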
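test system = two drug-resistant human cell lines, ABCG2 and ABCB1 | amount = 3 million cells/mL final, two lines in 1:1 ratio | reagent = JC-1 transporter substrate | doses = one concentration, 6.6 µM final | incubation = 10 min at 25 °C | signal = flow cytometric JC-1 green MFI at 530 nm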
Rac1 act GTP bind = GTP binding modulators of activated mutant Rac1, primary screen, biochemical, bead-based flow cytometry, multiplex, fluorescent GTP. AID 764, 2007. actives 0.11% (n = 190,000). GST-Rac1 activated beads; actives lie on both sides; 100% means binding = to untreated wells. Ras-related C3 botulinum toxin substrate 1 (Homo sapiens), P63000. percent activity (GTP binding), % at 10 µM;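 active = GTP binding at least 20 percentage points away from the 100% baseline, in either direction, so actives lie on both sides; inconclusive = Compound likely fluorescent itself, or too few beads counted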
Rac1 wt modul = wildtype Rac1 GTP binding modulators, primary screen, biochemical, GST-Rac1 beads, flow cytometry, multiplex; Ras-related C3 botulinum toxin substrate 1 (Homo sapiens), P63000; fluorescent GTP binding; actives lie on both sides; 0 = cold GTP competed, 100 = untreated; GTP binding activity (% of control), % at 10 µM; actives 0.27% (n = 190,000); AID 757, 2007;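 active = GTP binding activity at least 20 points away from the 100% control level, either lower or higher; inconclusive = compound flagged as likely green fluorescent, judged across all proteins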
Cdc42 wt = modulators of GTP binding to wildtype Cdc42, primary screen, biochemical, multiplex bead flow cytometry, Bodipy-GTP; Cell division control protein 42 homolog (Homo sapiens), P60953; GST-Cdc42 beads; actives lie on both sides; percent activity (GTP binding), % at 10 µM; actives 0.2% (n = 190,000); AID 761, 2007;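 active = percent activity GTP binding at least 20 points away from the 100% baseline, either down as inhibitor or up as activator; inconclusive = compound flagged as likely green fluorescent from well-wide comparison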;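 note: median bead fluorescence of bound Bodipy-FL-GTP at 100 nM; 0% = excess unlabeled GTP control and 100% = no compound control; below 100% means less GTP binding so inhibitor and above means activator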
Target sequence (P60953 whole entry, looked up): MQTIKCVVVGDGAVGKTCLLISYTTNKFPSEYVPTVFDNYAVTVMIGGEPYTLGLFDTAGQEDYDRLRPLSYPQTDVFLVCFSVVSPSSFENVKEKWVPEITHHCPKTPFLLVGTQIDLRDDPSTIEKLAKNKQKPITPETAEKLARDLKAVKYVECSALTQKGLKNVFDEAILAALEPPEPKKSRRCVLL
Rab2 wt GTP = modulators of GTP binding to Rab2A wildtype, primary screen, biochemical, dog, bead-based flow cytometry, multiplex; GST-Rab2 wt beads, Bodipy-GTP binding; GTP binding activity, % at 10 µM; actives 0.19% (n = 190,000);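 active = GTP binding activity at least 20 points away from 100%, either lowered or raised; inconclusive = signal likely due to the compound's own green fluorescence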;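 note: 0% = beads with excess unlabeled GTP and 100% = no-compound control corrected for plate trend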
ABCB1 inh = ABCB1 efflux pump inhibitors, primary screen, cell-based, multiplex, flow cytometry, ABCG2 counter-screen; AID 1326, 2008; actives 0.067% (n = 190,000); inhibition, % at 6.6 µM; ATP-dependent translocase ABCB1 (Homo sapiens), P08183; CCRF-Adr cells, JC-1 efflux; in the data active = inhibition above about 40%;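 note: 0% = vehicle and 100% = reference inhibitor; higher value means more JC-1 retained so stronger ABCB1 efflux block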
* marks the source's active call; other numbers are inactive results; ? = inconclusive; . = not tested or not shown; & = joins results of further samples.

SMILES	Pf gamet viab	HRas wt GTP bind	Mcl1 Noxa PPI	Avidin fluor	Rab7 wt modul	ABCG2 inh	Rac1 act GTP bind	Rac1 wt modul	Cdc42 wt	Rab2 wt GTP	ABCB1 inh
CCCNC(=O)COC(=O)c1ccc(S(=O)(=O)N2CCCCCC2)cc1	-5	100	1	6	95	1	100	101	100	99	0.2
Cc1cccc(N2CCN(S(=O)(=O)c3c(C)[nH]c(=O)[nH]c3=O)CC2)c1C	.	106	8	4	105	0	101	108	107	104	0.1
Cn1ccnc1C(=O)c1ccc(NN)c([N+](=O)[O-])c1	-14	97	9	11	101	7	92	93	93	97	1.6
Cc1cc(C)n(C(=O)CNC(=O)c2ccco2)n1	.	103	-7	13	101	2	99	102	104	101	0.5
O=c1oc2cc(OCc3ccc(C(F)(F)F)cc3)ccc2cc1-c1ccccn1	-25	97	12	16	95	4	97	102	98	97	2.5
COC(=O)c1ccc(NC(=O)COc2ccc(S(=O)(=O)NC(C)(C)C)cc2)cc1	6	94	-4	24	100	0	94	91	91	95	-0.4
O[C@H]1COC2C1OC[C@@H]2O (stereo partly specified)	.	100	10	7	100	-1	100	104	103	100	0.2
O=C(CNC(=O)c1cccc(F)c1)N/N=C/c1ccc(O)c([N+](=O)[O-])c1	-4	96	18	22	97	5	94	97	99	95	-1.6
COc1cccc(-n2c(Cc3cc(=O)[nH]c(=O)[nH]3)nnc2SCc2cccc(C(F)(F)F)c2)c1	.	99	-22	26	104	2	98	98	98	99	0.6
COc1ccc(C(=O)NCC(=O)OCC(=O)NCCC2=CCCCC2)cc1	.	100	-11	9	106	3	97	102	101	103	0.3
CCN(CC)C(=O)C(C(=O)c1cccc([N+](=O)[O-])c1)n1cc(Cl)ccc1=O (stereo unspecified)	17	99	21	9	99	9	96	105	101	99	0.9
Cc1cccc(N2CCN(C(=O)c3cc4c(=O)n(C)c5ccccc5c4n3C)CC2C)c1 (stereo unspecified)	.	98	17	7	98	1	96	103	95	96	0.7
CCCOc1cccc(C(=O)Nc2cccc(NC(=O)c3ccco3)c2)c1	-37	101	5	5	100	1	100	104	103	100	2.2
c1ccc(-c2cc3c(N4CCCCC4)ncnc3s2)cc1	3	?	13	9	?	1	?	?	?	?	0.0
O=C(CSc1nc2ccccc2s1)Nc1nccs1	3	103	-3	31	104	1	100	103	103	104	0.1
O=C(c1ccncc1)N1N=C(C2CC2)CC1(O)C(F)(F)F (stereo unspecified)	-31	97	10	6	105	3	97	98	99	98	0.8
Cc1ccc(OCC(=O)Nc2ccc(N3CCCC3)cc2)cc1C	.	96	81*	3	97	0	97	98	97	97	-0.1
Cc1ccnc(Nc2nc(-c3c(C)nc4sccn34)cs2)c1	4	?	10	6	?	2	?	?	?	?	0.3
Cc1cc(C(=O)CN2C(=O)NC3(CCCCC3)C2=O)c(C)n1Cc1ccc2c(c1)OCO2	.	103	14	15	105	13	99	106	102	102	2.9
COC(=O)C(Cc1c[nH]c2ccccc12)NC(C)=O (stereo unspecified)	13	101	1	7	93	2	100	103	101	100	0.1
COc1ccc(OCC(O)CN2C(=O)NC(C)(C)C2=O)cc1 (stereo unspecified)	-4	102	10	22	101	0	96	96	101	101	0.2
CC(=O)c1cccc(NC(=O)CC2S/C(=N/N=C/c3cccs3)NC2=O)c1 (stereo unspecified)	-16	95	23	12	102	0	94	93	93	95	0.1
CC[n+]1c(/C=C2/C=C(C)CC(C)C2)sc2ccccc21 (stereo unspecified)	2	100	40	9	93	12	97	100	103	101	-0.8
COC(=O)c1cn(NC(=O)c2ccc(OC)c(OC)c2)c(=O)c2ccccc12	.	98	-12	7	99	0	96	101	96	97	0.1
COC(=O)/C=C/c1cnc2ccccc2c1	-16	94	11	10	93	3	94	94	94	95	0.0
COc1ccc(Cn2cc3c(-c4ccc(F)cc4)nnc-3c3cc(OC)c(OC)cc32)cc1	.	105	30	12	100	5	103	110	108	103	0.2
Cc1ccc(C(c2sc3ncnn3c2O)N2CCC(C)CC2)cc1 (stereo unspecified)	.	99	-7	15	98	0	98	102	99	98	0.0
CC1=C(C(=O)OC(C)C)C(c2cccs2)N2C(=O)CCSC2=N1 (stereo unspecified)	.	102	-2	16	98	-6	103	109	107	100	-0.5
Cn1c(O)c(N=NC(=O)Cn2ccc(C(F)(F)F)n2)c2ccccc21	-20	101	8	15	94	14	103	103	101	99	1.1
CCOn1c(=O)c(=O)n(OCc2ccccc2)c2ccccc21	30	101	-10	12	99	3	96	102	100	101	0.0
CCC(C)(C)C1CCc2c(sc(NC(=O)c3cccs3)c2C(N)=O)C1 (stereo unspecified)	.	103	10	8	100	1	99	102	102	100	0.2
COC(=O)c1ccc(CSc2nc(C)nc3sc(C)c(C)c23)o1	10	98	6	4	98	1	93	97	95	95	0.2
CC1CC(C)CN(c2ccc([N+](=O)[O-])cc2-c2nn[nH]n2)C1 (stereo unspecified)	-4	97	21	5	96	1	97	100	99	94	0.4
COc1ccc(NC(=O)Nc2ccc(Br)cn2)cc1	-7	98	0	10	103	6	92	103	91	103	-0.1
CC(=O)Oc1ccc2ccccc2c1C(NC(=O)C(C)C)c1cccc([N+](=O)[O-])c1 (stereo unspecified)	7	102	-3	6	98	-5	100	104	103	102	-2.9
COc1cccc(-n2c(SCC(=O)N3c4ccccc4CC3C)nnc2-c2ccco2)c1 (stereo unspecified)	.	97	4	14	96	4	94	94	96	99	4.4
CC(=O)Nc1ccc(OC(=O)COc2ccc(Br)cc2)cc1	.	105	1	7	102	-1	101	104	106	101	0.2
O=C(COc1nncc2ccccc12)NCCC1=CCCCC1	5	97	1	13	98	2	98	98	98	99	-0.2
Cn1nc(C(=O)N2CCOCC2)c([N+](=O)[O-])c1C(=O)N1CCOCC1	.	100	18	14	102	1	98	101	101	101	0.2
O=C1CN(C(=O)c2cc3ccccc3oc2=O)C(c2ccc(F)cc2)c2cc(F)ccc2N1 (stereo unspecified)	.	102	1	.	97	2	101	107	103	100	1.5
C=CCn1c(SCC(=O)NCC2CCCO2)nnc1C1CCCCC1 (stereo unspecified)	.	105	12	11	101	2	103	105	107	106	0.1
Cc1nc(C)c(CCNC(=O)c2cccc(Cl)c2)s1	.	100	7	14	99	0	100	102	101	101	-0.1
CCOC(=O)C(CC)n1cnc2sc3c(c2c1=O)CCC3 (stereo unspecified)	.	96	11	8	99	1	91	92	94	92	0.3
COCCCn1cn[nH]c1=S	17	98	16	11	104	0	97	103	100	101	0.1
Cc1ccc(CN2C(=O)/C(=C\c3ccc(C(=O)NCc4cccnc4)cc3)Oc3ccccc32)cc1	7	103	12	9	103	12	102	104	98	101	4.1
CC1Cn2c(nnc2-c2cccc(N)c2)S1 (stereo unspecified)	.	102	-1	7	101	-1	103	105	100	100	-1.1
O=c1c2ccccc2nc2n1CCC2O (stereo unspecified)	.	98	-15	8	94	0	97	100	98	97	0.6
CCC1Oc2ccc(C)cc2N(CC(=O)NCc2cccc(OC)c2)C1=O (stereo unspecified)	17	97	8	11	95	5	98	99	101	97	1.0
O=C(CSc1nnc(-c2ccc(Cl)cc2)n1CC1CCCO1)NC1CCS(=O)(=O)C1 (stereo unspecified)	10	99	-5	5	111	-1	97	98	96	101	-0.2
O=C(Nc1cccc2nsnc12)c1cccs1	-6&-4	101&101	-8&-5	8&8	105	1&18	101&97	106	103	100	-0.1&0.8
(list continues)
SMILES	Pf gamet viab	HRas wt GTP bind	Mcl1 Noxa PPI	Avidin fluor	Rab7 wt modul	ABCG2 inh	Rac1 act GTP bind	Rac1 wt modul	Cdc42 wt	Rab2 wt GTP	ABCB1 inh
COc1ccc2nc(NC(=O)C3CCN(S(=O)(=O)c4cccnc4)CC3)sc2c1	.	99	29	7	97	2	100	102	102	97	0.0
CSc1ncc(Cl)c(C(=O)Nc2cccc(C)c2)n1	-23	97	3	20	96	69	98	102	96	98	21
Cc1ccc(S(=O)(=O)NC2=NCCCCC2)cc1	6	102	1	11	100	1	101	109	104	98	-0.1
COc1cc(CNC(C)(C)CO)cc(Br)c1OCc1ccccc1	8	103	9	12	105	0	97	101	100	100	0.1
COc1ccc(OC(=O)CCCN2C(=O)c3ccccc3C2=O)cc1	.	103	19	15	100	2	98	105	104	102	0.7
CCOC(=O)C1CCN(S(=O)(=O)c2cn(C)c(=O)n(C)c2=O)CC1	.	102	11	28	99	3	100	106	103	104	0.3
CN(C)/C=C(\C=O)c1ncc(C(F)(F)F)cc1Cl	.	105	-11	12	96	-1	106	106	105	102	-0.1
CCN(CC)CCOCCOc1cc(C)c(Cl)c(C)c1	.	98	25	7	98	0	96	100	98	98	-0.1
CN(CCOC(=O)/C=C/c1ccccc1)C(C)(C)C	-7	97	5	2	98	-1	100	101	95	98	0.3
Cc1onc(-c2ccccc2)c1C(=O)OCC(=O)Nc1ccc2c(c1)OCO2	9	99	8	18	96	9	98	97	97	98	0.8
O=C(COc1ccc(Cl)cc1Cl)NCCCN1CCOCC1	.	100	-6	9	101	2	102	105	103	102	0.9
O=C(O)c1ccccc1C(=O)c1ccc2c(c1)N(Cc1cccc(F)c1)C(=O)CO2	1	97	6	10	97	12	95	98	95	96	4.7
CCCn1c(-c2ccncc2)n[nH]c1=S	13	94	9	13	96	0	94	97	98	96	0.1
O=c1cc(O)c2ccccc2n1Cc1ccccc1F	-3	96	1	25	99	0	98	99	100	97	0.3

Screening results deposited in PubChem BioAssay by several laboratories.
